TRAIL sens C8: sensitizes caspase-8 expressing cells to TRAIL; NB7+C8 cells + TRAIL, ATPlite viability luminescence; inhibition (viability loss, TRAIL sensitization), % at 10 µM; 360,000 compounds, 1% hits; AID 624354;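 active = compounds causing at least 50% loss of cell viability in the single-dose screen, relative to plate controls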
TLR9-MyD88 block: TLR9-MyD88 interaction inhibition; inhibition, % at 4.98 µM; 340,000 compounds, 0.21% hits; Q9NR96+Q99836; CHO BLA complementation TLR9-MyD88, CCF4 FRET ratio;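 active = inhibition above the mean over all tested compounds plus 3 SD, cut at about 21% in these data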;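 note: 0% = DMSO only wells and 100% = clavulanate BLA inhibitor control wells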
SRC1 inh: inhibitors of human steroid receptor coactivator 1 (SRC1); Q15788; HEK293 GAL4-SRC1 luciferase reporter, luminescence; inhibition, % at 3.6 µM; 360,000 compounds, 0.12% hits; AID 588354;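 active = inhibition above the campaign mean plus 3 SD, with each screening campaign given its own cutoff, cut at about 60% in these data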;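 note: 0% = DMSO treated cells and 100% = gossypol at 36 µM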
EBV LMP1 NFkB: reduces LMP1-driven NF-kappaB luciferase signal | 350,000 compounds, 0.69% hits | inhibition, % at 12.5 µM | LMP1-induced NF-kappaB luciferase reporter cells, luminescence | AID 504558; in the data active = inhibition above about 41%;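 note: 0% = neutral control wells and 100% = reference inhibitor control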
TROY signal inh: inhibitors of TROY-dependent NF-kB signaling; 360,000 compounds, 0.98% hits; Q293 LMP1-TROYcd NF-kB luciferase reporter, 4 h; inhibition, % at 10 µM;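 active = compounds whose plate-normalised and pattern-corrected inhibition of the luciferase reporter signal at the single screening dose is 50% or more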
SRC2 inh: human SRC2 (NCOA2) inhibition | 370,000 compounds, 0.17% hits | AID 651957 | Q15596 | HEK293 GAL4-SRC2 luciferase reporter, luminescence | inhibition, % at 9 µM;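 active = inhibition above the mean inhibition of all tested compounds plus 3 SD, set per campaign, cut at about 52% in these data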;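 note: 0% = DMSO treated cells and 100% = cells given Gossypol at 36 µM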
NR5A2 inv ag: inverse agonists of human LRH-1 (NR5A2); HEK293T StAR-luciferase reporter, LRH-1 transfected, 24 h; 360,000 compounds, 0.13% hits; O00482; inhibition, % at 3.6 µM;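 active = inhibition above the mean inhibition of all tested compounds plus 3 SD, cut at about 73% in these data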;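 note: 0% = DMSO wells and 100% = reporter-only cells lacking LRH-1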
TWEAK Fn14 block: inhibitors of TWEAK-Fn14 interaction signaling; TWEAK-stimulated Fn14 reporter cells, luciferase luminescence, 8 h; 360,000 compounds, 2% hits; AID 1159606; inhibition, % at 10 µM; in the data active = inhibition above about 50%
NCOA3 inh: inhibits human SRC3 coactivator; HEK293 GAL4-SRC3 luciferase reporter, luminescence; inhibition, % at 3.6 µM; 360,000 compounds, 0.17% hits;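 active = inhibition above a per-campaign cutoff, the mean of all compounds plus 3 SD, cut at about 60% in these data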;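 note: 0% = DMSO-treated cells and 100% = gossypol-treated cells at 36 µM; higher means less SRC3-driven luciferase light from the GAL4 reporter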
NR2F2 inh: NR2F2 (human) inhibition, primary screen | 370,000 compounds, 0.7% hits | inhibition, % at 8.6 µM | HEK293T NGFI-A luciferase reporter, luminescence | AID 686940 | P24468;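 active = inhibition above a per-plate cutoff, mean inhibition of test wells between control levels plus 3 SD, cut at about 38% in these data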;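 note: cells cotransfected with COUP-TFII expression vector driving the NGFI-A reporter; 0% = median of COUP-TF2 test wells and 100% = reporter-only cells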
Target sequence (P24468 whole entry, looked up): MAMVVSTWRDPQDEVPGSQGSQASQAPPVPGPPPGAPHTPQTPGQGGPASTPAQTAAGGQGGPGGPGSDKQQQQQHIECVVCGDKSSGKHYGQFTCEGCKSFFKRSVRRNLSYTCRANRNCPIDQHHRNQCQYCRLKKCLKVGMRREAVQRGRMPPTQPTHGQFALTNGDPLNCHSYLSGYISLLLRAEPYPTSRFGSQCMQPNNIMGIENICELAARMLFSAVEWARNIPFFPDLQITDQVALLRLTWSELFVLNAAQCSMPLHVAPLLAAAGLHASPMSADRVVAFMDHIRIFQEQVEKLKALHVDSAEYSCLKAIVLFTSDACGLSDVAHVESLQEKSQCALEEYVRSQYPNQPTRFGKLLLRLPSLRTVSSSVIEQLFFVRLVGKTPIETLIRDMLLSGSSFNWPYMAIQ
NOD2-RIPK2 inh: blocks binding of human NOD2 to RIPK2. AID 624267. CHO BLA complementation NOD2-RIPK2, CCF4 ratio. inhibition, % at 4.98 µM. O43353. 360,000 compounds, 0.38% hits; in the data active = inhibition above about 21%;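 note: 0% = vehicle only and 100% = reference blocker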
Target sequence (O43353 whole entry, looked up): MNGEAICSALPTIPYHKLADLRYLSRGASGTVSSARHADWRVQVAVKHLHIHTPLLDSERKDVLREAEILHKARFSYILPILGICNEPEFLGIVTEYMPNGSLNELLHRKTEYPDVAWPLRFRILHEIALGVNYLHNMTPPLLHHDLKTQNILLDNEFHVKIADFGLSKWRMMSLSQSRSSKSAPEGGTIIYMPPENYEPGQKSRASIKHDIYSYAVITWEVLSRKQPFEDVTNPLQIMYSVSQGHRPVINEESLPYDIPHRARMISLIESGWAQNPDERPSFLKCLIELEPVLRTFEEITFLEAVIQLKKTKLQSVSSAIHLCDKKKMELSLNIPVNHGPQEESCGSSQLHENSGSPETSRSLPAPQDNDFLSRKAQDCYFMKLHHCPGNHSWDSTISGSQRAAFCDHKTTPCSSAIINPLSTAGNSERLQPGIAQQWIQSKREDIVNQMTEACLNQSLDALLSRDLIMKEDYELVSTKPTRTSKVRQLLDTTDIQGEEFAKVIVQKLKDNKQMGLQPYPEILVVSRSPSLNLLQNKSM
* = called active by the depositor; . = not tested or not shown. The list is partial; the hit share may differ from the screen's.

SMILES	TRAIL sens C8	TLR9-MyD88 block	SRC1 inh	EBV LMP1 NFkB	TROY signal inh	SRC2 inh	NR5A2 inv ag	TWEAK Fn14 block	NCOA3 inh	NR2F2 inh	NOD2-RIPK2 inh
Cc1cc(C)c2cc(CN(CCO)Cc3nnnn3Cc3ccc(F)cc3)c(=O)[nH]c2c1	-8	-1	6	-11	12	-15	8	12	-11	-6	-14
COC(=O)c1sccc1N/N=C(\C)c1ccc(F)c(Cl)c1	0	3	-2	-15	-8	-17	5	-6	12	0	-6
COc1ccc(NC(=O)CCN=C2NS(=O)(=O)c3ccccc32)cc1S(=O)(=O)N(C)C	-5	1	11	5	-7	-6	12	-8	-3	7	-5
CCCCC(=O)N(C)c1c(CC)nc2c(OCc3ccc(C(F)(F)F)cc3)cccn12	13	.	2	.	5	-5	1	6	-10	8	5
COc1ccc(C)cc1NCc1ccc([N+](=O)[O-])cc1	2	-7	-13	6	4	12	19	-24	8	7	6
CC1=[N+](C)N(c2ccccc2)C(=O)C1N=Cc1c(Cl)cccc1Cl (stereo unspecified)	-6	2	-10	2	-10	18	-14	3	7	6	-9
O=S(=O)(Nc1ccc(OC(F)(F)F)cc1)c1cccc2nonc12	-11	-4	11	3	-7	-3	3	-7	12	15	3
CCCc1nnc(NC(=O)CCC(=O)N2CCN(S(=O)(=O)c3ccc(F)cc3)CC2)s1	24	-5	7	-11	-11	13	4	5	4	27	-12
Cc1ccc(N2CC(C(=O)NCc3cccs3)CC2=O)cc1 (stereo unspecified)	-1	-8	10	7	-15	-36	-16	-6	-12	10	-7
Cc1ccc(NC(=O)CN2C(=O)COc3ccc(S(=O)(=O)N4CCCC4)cc32)c(C)c1	5	-7	-8	2	-5	-42	0	14	4	-12	-12
CN(C(=O)COC(=O)CCC(=O)c1ccc(Cl)cc1)c1c(N)n(Cc2ccccc2)c(=O)[nH]c1=O	-4	0	-13	-6	-16	7	10	-3	12	6	-13
Cc1cc(C)cc(NC(=O)C2CCN(c3cnccn3)CC2)c1	3	2	9	-4	-29	11	5	-5	17	6	4
Cc1ccccc1-c1cc(C(=O)NCc2cccs2)nn1CC1CC(c2cccc([N+](=O)[O-])c2)=NO1 (stereo unspecified)	10	4	7	-6	6	-7	-9	-16	-11	9	-3
Cc1cc(C#N)c(C)n1-c1cc(S(=O)(=O)N2CCOCC2)ccc1N1CCCC1	-14	-7	-7	-1	4	1	-7	-2	6	-22	-5
Cn1c(=O)c2c(ncn2CC(=O)OCC(=O)Nc2cccc(C#N)c2)n(C)c1=O	1	1	-5	-3	3	9	3	12	0	-4	7
COc1ccc(/C=C/C(=O)Nc2ccccc2C)cc1S(=O)(=O)N1CCOCC1	21	7	-14	7	-1	-13	-36	24	0	48*	7
NC(=O)CSc1n[nH]c(=O)n1CCc1ccccc1	-1	-1	-16	5	-5	-18	-14	8	3	9	-4
CCOc1cc(C)c(Cl)cc1S(=O)(=O)NCc1ccco1	-20	17	-54	-1	0	-9	-15	6	-7	15	-8
C=CCNc1nc(Nc2ccc(OC)cc2OC)nc(OCC)n1	-4	-7	-31	1	4	-34	0	-12	2	6	-4
CN(C)c1nc(N(C)C)n(C(=O)c2ccc(F)cc2)n1	16	14	-20	5	-10	19	4	-1	6	-10	-1
Cc1ccccc1NC(=O)c1ccco1	10	4	16	0	-13	6	1	-1	-4	7	-4
COc1ccc(C(=O)O)cc1S(=O)(=O)NCCc1ccccn1	8	-8	3	-1	-7	0	5	2	18	8	-28
CCOc1cnn(-c2cc(Oc3ccc(C)cc3)ncn2)c(=O)c1Cl	-2	-8	-3	4	-20	-9	-10	22	-11	1	-9
CCc1nc2c(OCc3cccc(OC)c3)cccn2c1N(C)C(=O)C(C)C	-7	.	-1	.	-14	-7	5	6	-41	0	-2
CCCC(=O)Nc1c(-c2ccccc2)c(=O)c(C)nn1-c1ccc(Cl)cc1	3	-9	14	-12	-9	-2	-1	-6	3	10	1
CCn1c(COc2ccc(=O)n(-c3ccccc3)n2)nnc1SC	0	1	13	3	-2	-24	0	-2	20	-12	5
CCCCCc1cc(=O)oc2c(C(CCN3CCCCC3)c3ccc(OC)cc3)c(OC)cc(OC)c12 (stereo unspecified)	39	-1	1	-4	15	-5	-13	-1	0	12	11
O=C(c1nc2ccccn2c1CNCCCn1ncc2ccccc21)N1CCOCC1	-7	-2	-1	0	-9	18	10	2	12	-13	-5
Cc1cc(NC(=O)COC(=O)C2CCN(C(=O)c3ccc(Cl)cc3)CC2)no1	-1	-6	6	-6	9	-10	11	-2	7	-1	2
Nc1nnnn1/N=C/c1cccs1	8	1	1	-4	-13	-12	13	-4	2	11	11
O=C(Nc1ccon1)Nc1cccc(Cl)c1Cl	12	-6	-17	7	10	4	-4	4	-13	-6	-1
COc1ccc(N(CC(=O)N2CCN(C)CC2)S(=O)(=O)c2cc(C)ccc2OC)cc1Cl	3	-5	8	8	9	8	-5	-9	-1	-3	-7
N#CC(c1ccc(Cl)cc1)(c1ncc(C(F)(F)F)cc1Cl)N1CCOCC1 (stereo unspecified)	2	4	1	13	7	11	-1	-4	-2	-17	2
COc1ccc(N2CCN(CC(=O)c3c[nH]c4ccccc34)CC2)cc1	-8	4	-12	-2	-34	-3	26	-5	15	7	-6
C/C(=N\NC(=O)c1cc(-c2cccc([N+](=O)[O-])c2)n[nH]1)c1ccccc1O	8	5	3	9	5	-25	4	-14	5	-4	-4
CC(=O)c1cc(-c2ccccc2)n(CCC(=O)NC2CCC(C)CC2)c1C (stereo unspecified)	2	-2	-5	-2	0	8	-20	3	7	3	-21
COc1ccccc1NC(=O)C1CCCCN1S(=O)(=O)c1ccc(F)cc1 (stereo unspecified)	-1	6	0	-4	-8	16	6	-2	-2	6	-2
CC(=O)c1cc(N2CCC(C(=O)O)CC2)ccc1[N+](=O)[O-]	-14	.	-30	-3	3	-58	2	-12	9	-4	-6
Cc1ccc(S(=O)(=O)Nc2ccccc2-c2ccccc2)cc1	15	5	-4	0	12	6	20	19	6	-5	4
CCO[C@@H]1OC(C(=O)N2CCOCC2)=C[C@H](c2coc3ccccc3c2=O)[C@H]1CCCO	-27	-1	-6	3	-5	-2	-4	-18	4	-18	-8

Ordered by value in NR5A2 inv ag (ascending): 4 of the compounds above
| SMILES | NR5A2 inv ag |
| --- | --- |
| CCn1c(COc2ccc(=O)n(-c3ccccc3)n2)nnc1SC | 0 |
| CCc1nc2c(OCc3cccc(OC)c3)cccn2c1N(C)C(=O)C(C)C | 5 |
| COc1ccccc1NC(=O)C1CCCCN1S(=O)(=O)c1ccc(F)cc1 (stereo unspecified) | 6 |
| Cc1ccc(S(=O)(=O)Nc2ccccc2-c2ccccc2)cc1 | 20 |

As a short view, some entries already given:
SMILES	TRAIL sens C8	TLR9-MyD88 block	SRC1 inh	EBV LMP1 NFkB	TROY signal inh	SRC2 inh	NR5A2 inv ag	TWEAK Fn14 block	NCOA3 inh	NR2F2 inh	NOD2-RIPK2 inh
Cc1ccc(S(=O)(=O)Nc2ccccc2-c2ccccc2)cc1	15	5	-4	0	12	6	20	19	6	-5	4
CCO[C@@H]1OC(C(=O)N2CCOCC2)=C[C@H](c2coc3ccccc3c2=O)[C@H]1CCCO	-27	-1	-6	3	-5	-2	-4	-18	4	-18	-8

Next part.
SMILES	TRAIL sens C8	TLR9-MyD88 block	SRC1 inh	EBV LMP1 NFkB	TROY signal inh	SRC2 inh	NR5A2 inv ag	TWEAK Fn14 block	NCOA3 inh	NR2F2 inh	NOD2-RIPK2 inh
c1ccc(CCNc2nc(-c3cccnc3)cs2)cc1	-32	6	-18	-5	-30	-26	-60	-1	-19	-18	-4
O=S(=O)(c1ccc2ccccc2c1)N1CCCOC1	0	4	6	6	-9	18	6	0	19	7	-15
c1csc(-c2nnc3ccccn23)c1	-3	-14	-10	10	18	-21	2	1	-8	-3	4
O=C1CCCN1CC(O)CS(=O)(=O)c1ccccc1 (stereo unspecified)	-1	-1	2	-3	18	-3	1	4	10	-18	3
Cc1ccsc1C(=O)OCC(=O)NCC1CCCO1 (stereo unspecified)	-4	2	-20	-3	-21	-22	-10	0	-12	-9	7
COc1ccc(NS(=O)(=O)c2ccc3c(c2)N(C(C)=O)CC(C)S3)c(OC)c1 (stereo unspecified)	16	3	-8	0	6	5	2	-5	17	2	-1
CC(C)c1ccc(NC(=S)NC2CC3C=CC2C3)cc1 (stereo unspecified)	0	-3	-74	-18	-24	-65	-112	-7	-58	-43	9
COCc1ccccc1C1=CC(=O)C[C@H](c2ccc(F)cc2)C1	-15	9	1	2	-5	-15	-15	-1	2	-17	-2
Cc1ccc(C)c(N2CCN(S(=O)(=O)c3ccc4c(c3)CC(=O)N4C)CC2)c1	-7	-10	-10	-1	30	16	3	-15	-3	13	5
CSc1ccc(/C=C/C(=O)c2c(O)cc(C)oc2=O)cc1	64*	13	-105	-19	-50	-54	-69	-21	-41	-23	18
O=C(CCNc1n[nH]c(=O)[nH]c1=O)N/N=C\c1cccc(OCc2ccccc2)c1	-13	.	-10	-9	-12	-21	-5	-1	-4	15	-8
Cc1cc(=O)[nH]c(SCC(=O)NC(C)C2CC3CCC2C3)c1C#N (stereo unspecified)	-3	7	8	5	11	-6	-1	0	24	-5	-2
COC(=O)c1sc(=S)n(-c2cccc(Cl)c2)c1N	-15	4	-8	0	2	-6	18	-12	4	6	-4
CCOC(=O)c1c(-c2cccc([N+](=O)[O-])c2)csc1N	-9	1	15	-1	15	9	-16	15	12	-5	1

Some of the entries above in a different format.
Second line of a record – TRAIL sens C8	TLR9-MyD88 block	SRC1 inh	EBV LMP1 NFkB	TROY signal inh	SRC2 inh	NR5A2 inv ag	TWEAK Fn14 block	NCOA3 inh	NR2F2 inh	NOD2-RIPK2 inh
Cc1ccsc1C(=O)OCC(=O)NCC1CCCO1 (stereo unspecified)
→ -4	2	-20	-3	-21	-22	-10	0	-12	-9	7
COc1ccc(NS(=O)(=O)c2ccc3c(c2)N(C(C)=O)CC(C)S3)c(OC)c1 (stereo unspecified)
→ 16	3	-8	0	6	5	2	-5	17	2	-1
CC(C)c1ccc(NC(=S)NC2CC3C=CC2C3)cc1 (stereo unspecified)
→ 0	-3	-74	-18	-24	-65	-112	-7	-58	-43	9
COCc1ccccc1C1=CC(=O)C[C@H](c2ccc(F)cc2)C1
→ -15	9	1	2	-5	-15	-15	-1	2	-17	-2
Cc1ccc(C)c(N2CCN(S(=O)(=O)c3ccc4c(c3)CC(=O)N4C)CC2)c1
→ -7	-10	-10	-1	30	16	3	-15	-3	13	5
CSc1ccc(/C=C/C(=O)c2c(O)cc(C)oc2=O)cc1
→ 64*	13	-105	-19	-50	-54	-69	-21	-41	-23	18

Compound activity as filed in PubChem BioAssay.
